# M1 PAM: human M1 muscarinic receptor positive allosteric modulators, primary screen, CHO-K1 cells, Fluo-8 calcium fluorescence, 1536-well; Muscarinic acetylcholine receptor M1 (Homo sapiens), P11229; AID 588819, 2011; CHO-K1 hM1, ACh EC20; 0% = ACh EC20, 100% = maximal ACh; 360,000 compounds, 0.088% hits; activation, % at 3 µM; in the data active = activation above about 19%, passing the limit was not always enough
# Target sequence (P11229 whole entry, looked up): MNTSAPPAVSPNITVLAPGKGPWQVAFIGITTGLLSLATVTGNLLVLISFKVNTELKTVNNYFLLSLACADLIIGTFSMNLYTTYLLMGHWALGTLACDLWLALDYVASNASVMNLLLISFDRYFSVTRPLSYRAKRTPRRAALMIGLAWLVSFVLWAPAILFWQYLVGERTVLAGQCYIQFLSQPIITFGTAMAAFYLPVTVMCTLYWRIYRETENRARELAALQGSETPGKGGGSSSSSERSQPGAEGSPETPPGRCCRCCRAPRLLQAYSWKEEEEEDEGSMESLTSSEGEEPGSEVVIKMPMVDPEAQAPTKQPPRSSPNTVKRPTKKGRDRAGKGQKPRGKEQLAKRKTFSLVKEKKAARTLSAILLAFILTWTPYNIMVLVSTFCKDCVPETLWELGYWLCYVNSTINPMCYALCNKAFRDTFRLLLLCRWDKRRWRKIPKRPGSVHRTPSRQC
# CHO parental Ca: ATP-evoked calcium signal inhibitors, parental CHO, primary screen, counter-screen for OX1R antagonist project, cell-based, fluorescence, Fluo-8 calcium dye; inhibition, % at 5.6 µM; AID 463079, 2010; 330,000 compounds, 0.63% hits; parental CHO-K1, ATP-induced calcium, Fluo-8 fluorescence;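 active = inhibition above that plate's mean sample inhibition plus 3 SD, cut at about 26% in these data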;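 also: 0% = ATP-challenged DMSO wells and 100% = DMSO wells without ATP; some compounds past the cut are filed as inactive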
#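 test system = CHO parental line | reagent = ATP stimulus | measured by = intracellular calcium via Fluo-8 no-wash fluorescent dye | control set = ATP and no-ATP DMSO wells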
# M4 antag: human M4 muscarinic receptor antagonists, primary screen, CHO cells, Fluo-8 calcium fluorescence; Muscarinic acetylcholine receptor M4 (Homo sapiens), P08173; CHO-hM4 cells, ACh EC80; inhibition, % at 3 µM; 360,000 compounds, 0.73% hits;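 active = inhibition above its plate's cutoff, the mean inhibition of sample wells plus 3 SD, cut at about 27% in these data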;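 also: 0% = acetylcholine EC80 with DMSO and 100% = DMSO without agonist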
# Target sequence (P08173 whole entry, looked up): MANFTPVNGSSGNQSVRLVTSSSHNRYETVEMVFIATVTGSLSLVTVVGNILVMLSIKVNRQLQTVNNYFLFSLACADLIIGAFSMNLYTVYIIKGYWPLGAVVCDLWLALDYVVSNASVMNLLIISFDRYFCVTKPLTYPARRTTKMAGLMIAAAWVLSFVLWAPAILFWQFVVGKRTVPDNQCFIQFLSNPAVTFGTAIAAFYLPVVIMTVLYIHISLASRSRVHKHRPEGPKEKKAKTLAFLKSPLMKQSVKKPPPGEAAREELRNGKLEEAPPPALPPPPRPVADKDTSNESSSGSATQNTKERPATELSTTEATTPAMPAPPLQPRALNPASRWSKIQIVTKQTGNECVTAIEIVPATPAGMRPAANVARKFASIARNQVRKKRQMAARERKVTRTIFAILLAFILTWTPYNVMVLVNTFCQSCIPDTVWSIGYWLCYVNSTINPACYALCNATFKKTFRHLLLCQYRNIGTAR
# OXTR potentiate: human OXTR potentiators, primary screen, fluorescence, CHO-OTR cells, Fluo-8 calcium | AID 2445, 2010 | Oxytocin receptor (Homo sapiens), P30559 | activation, % at 3 µM | Fluo-8 calcium fluorescence, potentiator mode; 0% = oxytocin EC15, 100% = EC100 | 320,000 compounds, 0.061% hits;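 active = activation above that plate's cutoff, the mean activation of tested compounds plus 3 SD, cut at about 6.6% in these data, passing the limit was not always enough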;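 also: 100% uses oxytocin at 75 nM as the full agonist control; some results filed as inactive read as strong as hits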
#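 Assay system: CHO cell line stably expressing human OTR. Reagent: EC15 oxytocin agonist. Dosing: single dose, 3.0 µM nominal final compound concentration. Timing: compound 6 min at room temperature before oxytocin, 100 s read. Signal: kinetic Fluo-8 calcium fluorescence. Controls: oxytocin EC15 low and EC100 high.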
# CHO-K1 Ca ag: counter-screen for M1 agonists: effect in parental CHO-K1 cells; activation, % at 3 µM; 360,000 compounds, 0.48% hits; Fluo-8 calcium fluorescence; scaled to maximal ATP response, vehicle zero; in the data active = activation above about 15%;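 also: untransfected CHO-K1 host cells lacking M1 receptor as counterscreen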
# CHRM1 antagonist: human M1 muscarinic receptor antagonists, primary screen, CHO-K1 cells, Fluo-8 calcium fluorescence, 1536-well | AID 588852, 2011 | inhibition, % at 3 µM | CHO-K1 hM1, ACh EC80 antagonist | 360,000 compounds, 1.3% hits | Muscarinic acetylcholine receptor M1 (Homo sapiens), P11229;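 active = percent inhibition above its own plate's cutoff, namely the mean of that plate's compound wells plus 3 SD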;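 also: peak over basal fluorescence ratio during 140 s after agonist addition; 0% = ACh EC80 plus DMSO and 100% = DMSO alone without agonist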
# CHRM1 agonist: human M1 muscarinic receptor agonists, primary screen, Fluo-8 calcium fluorescence, CHO-K1 cells, HTS. Muscarinic acetylcholine receptor M1 (Homo sapiens), P11229. CHO-K1 hM1, agonist mode; 0% DMSO, 100% acetylcholine EC100. activation, % at 3 µM. 360,000 compounds, 0.33% hits. AID 588814, 2011;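 active = activation above the run's mean compound activation plus 3 SD, cut at about 16% in these data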;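 also: peak over basal fluorescence ratio within a 140 s kinetic read after compound addition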
# CHO-K1 Ca antag: counter-screen for M1 antagonists: effect in parental CHO-K1 cells | ATP-induced calcium, Fluo-8 fluorescence | 360,000 compounds, 0.6% hits | inhibition, % at 3 µM;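 active = inhibition above a per-plate cutoff, the plate's mean sample inhibition plus 3 SD, cut at about 24% in these data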;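 also: 0% = DMSO plus EC80 ATP and 100% = DMSO alone without ATP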
# M4 ag: human M4 muscarinic receptor agonists, primary screen, CHO-K1 cells, Fluo-8 calcium fluorescence; 360,000 compounds, 0.14% hits; activation, % at 3 µM; Muscarinic acetylcholine receptor M4 (Homo sapiens), P08173; CHO-K1 hM4/Gqi5; vehicle 0%, full acetylcholine response 100%; AID 624127, 2012;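 active = activation above the run mean over all test wells plus 3 SD, cut at about 32% in these data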;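 also: peak over basal fluorescence ratio per well then scaled between controls; 0% = DMSO wells and 100% = acetylcholine at EC100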
# An asterisk follows results filed as active; / = not tested or not shown.
SMILES,M1 PAM,CHO parental Ca,M4 antag,OXTR potentiate,CHO-K1 Ca ag,CHRM1 antagonist,CHRM1 agonist,CHO-K1 Ca antag,M4 ag
Brc1ccc(CN2CCN(c3ccccc3)CC2)o1,2,/,-6,/,0.8,-8,-5,-10,0
CC(=O)c1ccc(S(=O)(=O)N(C)CCCC(=O)N2CCN(c3ncccn3)CC2)cc1,4,-7,0,-3,2.2,-3,-4,-4,5
CCCOc1ccc(C(=O)Nc2ccc(S(=O)(=O)N3C[C@@H]4C[C@@H](C3)c3cccc(=O)n3C4)cc2)cc1,-7,-7,5,3,0.7,-2,-13,1,2
O=C(Nc1ccccc1Oc1ccccc1)C1=COCCO1,3,-14,5,-2,-0.8,-12,-5,21,-1
N#Cc1ccccc1Sc1ccccc1C(=O)N1CCOCC1,6,-12,1,-6,0.6,-10,-3,-6,0
CN1CCC(N(C)C(=O)c2ccc(Cl)c(S(=O)(=O)N3CCCCC3)c2)CC1,2,-12,-8,-2,0.3,-2,-8,-15,0
CC(=O)Nc1ccc(S(=O)(=O)N(Cc2cc3ccc(C)cc3[nH]c2=O)CC2CCCO2)cc1 (stereo not given),2,-15,8,2,1.2,-3,-3,-9,3
CCOc1ccccc1N1CCN(CC(=O)NC(C)c2ccccc2)CC1 (stereo not given),0,-18,-3,-14,2.4,-5,0,-5,8
S=C(Nc1ccc2[nH]ccc2c1)NC1CCCCC1,2,-1,-5,-12,4.5,-7,-5,-3,3
CC(=O)N1N=C(N)SC1c1cccc([N+](=O)[O-])c1 (stereo not given),2,-13,0,-10,0.3,0,-8,-4,1
Cc1ccc(Cl)cc1N1CCN(C(=O)c2noc(C(C)C)c2[N+](=O)[O-])CC1,-3,-7,-19,-8,0.2,-4,-2,-12,2
COc1ccc(C2CC(=O)Oc3cc(C)cc(C)c32)cc1 (stereo not given),-1,-7,-8,/,1.4,-2,-3,-15,-1
Cc1ccccc1OC(=O)c1cccc(S(=O)(=O)N2CCN(C)CC2)c1,21,-7,-8,-7,0.9,-13,0,0,18
FC(F)(F)c1nnc2n1N=C(c1cccs1)CS2,9,-11,3,-4,1.4,-15,-2,-11,2
O=C(O)/C=C\c1cccc(-n2cnnn2)c1,10,-10,7,2,1.3,-13,-2,-8,1
COc1ccc(Cc2nnc(NC(=O)c3c(-c4ccccc4)noc3C)s2)cc1OC,7,-15,-9,-3,1.2,-12,-4,-21,1
CC[C@@H](NC(=O)[C@@H](Cc1ccccc1)NC(=O)CC[C@H]1O[C@@H](n2ccc(=O)[nH]c2=O)[C@H](O)[C@@H]1O)c1ccccc1,1,/,0,/,2.0,-18,3,1,0
COc1ccc(C)cc1NC(=O)C(NCC(O)c1ccccc1)c1ccccc1 (stereo not given),0,-12,5,-1,1.5,10,-3,-3,3
Cc1ccc(S(=O)(=O)NCCc2cc3ccc(C)cc3[nH]c2=O)cc1,2,-15,-23,-1,1.9,-4,-4,-16,3
Cc1cc(C)cc(NC(=O)N2CCCN(Cc3c(F)cccc3Cl)CC2)c1,-8,-15,-11,2,0.8,1,-6,2,0
Cc1cc(C)nc(NC(=O)c2ccccc2O)n1,4,-10,-3,-10,2.0,-11,-2,-9,1
COc1ccc(/C=C2\SC(=S)N(CCC(=O)N3CCOCC3)C2=O)cc1OC,4,/,-15,/,-0.1,-11,2,12,2
COC(=O)CN(C#N)c1nc(OC)nc(N(C)C)n1,11,8,-5,3,0.8,2,0,10,0
Cc1ccc(F)c(S(=O)(=O)NC(=O)C2(C)CCN2C(=O)Cc2cc(F)ccc2F)c1 (stereo not given),6,/,-3,/,0.1,-9,-2,5,0
COc1ccc(NC(=O)CSc2nc3c(c(=O)n2-c2ccccc2OC)SCC3)cc1,2,-5,2,-1,-0.5,-4,-5,4,0

# Some entries already given, showing only CHO parental Ca.
canonical_smiles,CHO parental Ca
Cc1ccc(Cl)cc1N1CCN(C(=O)c2noc(C(C)C)c2[N+](=O)[O-])CC1,-7
COc1ccc(C)cc1NC(=O)C(NCC(O)c1ccccc1)c1ccccc1 (stereo not given),-12

# More compounds follow.
SMILES,M1 PAM,CHO parental Ca,M4 antag,OXTR potentiate,CHO-K1 Ca ag,CHRM1 antagonist,CHRM1 agonist,CHO-K1 Ca antag,M4 ag
Cc1cc(Nc2ccc(N(C)C)cc2)n2ncnc2n1,15,-6,-5,-3,0.2,-22,-1,3,1
O=C(O)CCN1C(=O)c2ccc(NC(=O)CSCc3ccccc3)cc2C1=O,7,-3,-6,0,0.1,-7,-5,-7,0
C=CCn1c(SCCOc2ccc(OC)cc2)nnc1C(NC(=O)c1ccc(OC)cc1)C(C)C (stereo not given),-2,-29,-12,3,2.1,5,-6,-13,1
N#Cc1nc(-c2cccs2)oc1NCCN1CCOCC1,13,-11,-1,-5,-0.2,-11,-1,9,1
Fc1ccc(Cc2nnc(-c3cccs3)o2)cc1,12,-6,-7,-6,0.8,-21,-1,-6,0
O=C(O)CCCC(=O)N1CCc2cc(S(=O)(=O)N3CCc4ccccc43)ccc21,1,10,-18,-8,0.1,-5,-3,-12,1
O=C(NCCCN1CCOCC1)c1ccc2c(c1)N(Cc1ccccc1F)C(=O)c1ccccc1S2=O (stereo not given),-6,-26,-8,-3,0.3,11,-6,-14,1
O=C(O)c1cnn2c(C(F)F)cc(C(F)F)nc12,3,3,-18,-3,-0.3,-18,-1,-5,0
O=C(COC(=O)CCc1c[nH]c2ccccc12)NCCc1ccccc1,6,-6,-2,-7,4.0,-6,7,-6,6
COc1cc(/C=C(/C#N)C(=O)NCCc2c[nH]c3ccccc23)ccc1OCc1ccccc1F,3,-6,-17,-4,0.6,-5,-1,-22,0
C/C(=N\S(=O)(=O)c1ccc(C)cc1)N(C)C,18,-16,-2,1,0.2,-17,0,5,0
Cc1cc(C)n(-c2ccc(F)cc2)c(=O)c1C#N,-6,5,12,4,-0.3,4,-6,-4,0
Clc1ccc(OCc2nn3c(-c4ccco4)nnc3s2)c(Cl)c1,5,-14,19,4,0.5,-2,-2,-4,0
CC(=O)c1cccc(NC(=O)c2cc3nc(C)cc(C)n3n2)c1,5,-14,5,-9,0.4,-16,-3,1,1
O=C(O)c1cccc(S(=O)(=O)Nc2ccc3c(c2)CCC3)c1,12,/,-1,/,-0.9,-10,2,12,0
CCOC(=O)[C@]12CCCC=C1N(Cc1cccc3ccccc13)C(=O)[C@H](CC(=O)NCc1ccc(C)o1)C2,/,/,-14,/,2.0,/,/,-14,1
COc1ccccc1-c1cc(C(=O)N2CCN(c3ccccc3)CC2)no1,-2,-23,-24,0,-0.8,-5,-6,-18,0
CCCc1cc(C(=O)Nc2ccccc2C(=O)OC)no1,-5,-17,-8,1,3.2,5,-7,-1,12
CCN(CC)c1ccc2ccc(=O)oc2c1,13,-17,-14,-1,0.0,-13,-11,-14,1
CO[C@H]1[C@@H]2C=CO[C@@H](O[C@H]3O[C@@H](CO)[C@H](O)[C@@H](O)[C@@H]3O)[C@@H]2[C@@]2(CO)O[C@@H]12,1,-3,-4,6,0.2,-8,-1,-5,0
COc1cc2cc(CN(CCCO)S(=O)(=O)c3ccccc3Cl)c(=O)[nH]c2cc1OC,-3,-23,1,2,0.4,8,-4,1,1
CC(=O)Nc1ccc(NC(=O)c2nccnc2C(=O)O)cn1,12,-2,-12,-5,0.5,-6,-5,-4,1
Cn1c(-c2ccccc2)c(/C=N/NC(=O)c2ccc(O)cc2)c2ccccc21,-4,-10,19,-6,1.0,6,-7,-13,2
O=C(Nc1ccccc1Cl)c1cc(C2CCCN(C(=O)c3cccs3)C2)on1 (stereo not given),8,/,-13,/,1.4,-23,-7,-12,4
CCCCn1c(N)c(N(CCOC)C(=O)C2CCN(S(=O)(=O)c3ccc(C)c(C)c3)CC2)c(=O)[nH]c1=O,15,-3,2,0,0.4,-14,0,-2,1
SMILES,M1 PAM,CHO parental Ca,M4 antag,OXTR potentiate,CHO-K1 Ca ag,CHRM1 antagonist,CHRM1 agonist,CHO-K1 Ca antag,M4 ag
Fc1ccc(Cn2nnnc2C(c2cccs2)N2CCN(C3CCCCC3)CC2)cc1 (stereo not given),2,-1,2,-12,4.5,1,-4,-16,5
Cc1ccccc1-n1nnnc1SCC(=O)Nc1ccc(N2CCN(C)CC2)cc1,-17,-5,-11,-13,0.2,7,-14,-9,1
Cc1nc(-c2cccnc2)sc1C(=O)N/N=C/c1ccccc1Cl,0,-11,-4,1,1.4,-1,-4,-9,1
CS(=O)(=O)N1CCN(C(=O)c2ccc(-c3ccccc3)cc2)CC1,6,-2,9,-11,1.5,-4,-3,-7,4
O=S(=O)(Nc1ccc(-c2ccc3nncn3n2)cc1)c1ccccc1F,10,9,1,-6,3.4,-14,-2,-13,1
CC(C)c1ccc(CC(C)C2C3=C(CCCC3=O)OC3=C2C(=O)CCC3)cc1 (stereo not given),-3,-26,-7,-3,0.4,1,-5,-1,1

# A draw from above in order of heavy-atom count, highest first.
SMILES,M1 PAM,CHO parental Ca,M4 antag,OXTR potentiate,CHO-K1 Ca ag,CHRM1 antagonist,CHRM1 agonist,CHO-K1 Ca antag,M4 ag
CCCCn1c(N)c(N(CCOC)C(=O)C2CCN(S(=O)(=O)c3ccc(C)c(C)c3)CC2)c(=O)[nH]c1=O,15,-3,2,0,0.4,-14,0,-2,1
COc1cc2cc(CN(CCCO)S(=O)(=O)c3ccccc3Cl)c(=O)[nH]c2cc1OC,-3,-23,1,2,0.4,8,-4,1,1
Cc1ccccc1-n1nnnc1SCC(=O)Nc1ccc(N2CCN(C)CC2)cc1,-17,-5,-11,-13,0.2,7,-14,-9,1
O=C(Nc1ccccc1Cl)c1cc(C2CCCN(C(=O)c3cccs3)C2)on1 (stereo not given),8,/,-13,/,1.4,-23,-7,-12,4
O=S(=O)(Nc1ccc(-c2ccc3nncn3n2)cc1)c1ccccc1F,10,9,1,-6,3.4,-14,-2,-13,1
CS(=O)(=O)N1CCN(C(=O)c2ccc(-c3ccccc3)cc2)CC1,6,-2,9,-11,1.5,-4,-3,-7,4
CC(=O)Nc1ccc(NC(=O)c2nccnc2C(=O)O)cn1,12,-2,-12,-5,0.5,-6,-5,-4,1
CCN(CC)c1ccc2ccc(=O)oc2c1,13,-17,-14,-1,0.0,-13,-11,-14,1

# Screening results as filed in PubChem BioAssay.

# Compounds were not picked by outcome, and some 2.9% of all compounds hit somewhere here.
